MEKK2wt PB1 HTS: raises or lowers MEK5 binding to wildtype human MEKK2 PB1 domain; Q9Y2U5; bead flow cytometry, Alexa488-MEK5 binding to MEKK2 WT; actives lie on both sides; 290,000 compounds, 1.1% hits; binding response (% of control), % at 10 µM; in the data active = binding response below about 67% or above about 130%
M18AAP inhibitor: blocks P. falciparum M18 aspartyl aminopeptidase | recombinant PfM18AAP, H-Glu-NHMec fluorogenic cleavage | inhibition, % at 7.35 µM | 290,000 compounds, 1.2% hits | AID 1822;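 active = inhibition above the campaign mean inhibition over all tested compounds plus 3 SD, cut at about 28% in these data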;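 note: 0% = plate median of test compound wells and 100% = 2 mM ZnCl2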
PHOSPHO1 inh: inhibitors of human PHOSPHO1 phosphatase; 290,000 compounds, 1.1% hits; AID 1565; recombinant PHOSPHO1, absorbance phosphatase assay; inhibition, % at 13.3 µM; in the data active = inhibition above about 60%
Target sequence (Q8TCT1 whole entry, looked up): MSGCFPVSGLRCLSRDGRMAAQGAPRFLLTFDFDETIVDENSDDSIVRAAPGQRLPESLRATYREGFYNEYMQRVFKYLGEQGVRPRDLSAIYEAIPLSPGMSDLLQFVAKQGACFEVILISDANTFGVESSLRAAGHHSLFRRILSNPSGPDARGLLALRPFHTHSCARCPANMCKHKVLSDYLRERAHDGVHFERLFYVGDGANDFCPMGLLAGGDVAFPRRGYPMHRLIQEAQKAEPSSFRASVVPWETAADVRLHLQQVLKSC
MEKK2 mut-MEK5: signal of MEK5 binding to mutant human MEKK2 PB1 domain; AID 1530; percent response, % at 10 µM; 290,000 compounds, 0.35% hits; bead flow cytometry, Alexa488-MEK5 binding to MEKK2 mutant; in the data active = percent response above about 24%, passing the limit was not always enough; note: inactives centre near 1; some results filed as inactive read as strong as hits; reference of the scale not given here
FID counter: fluorescent intercalator displacement, NS3 helicase counter-screen; 290,000 compounds, 0.17% hits; inhibition, % at 7.9 µM; DNA fluorescent intercalator displacement, fluorescence; in the data active = inhibition above about 37%;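 note: 0% = vehicle and 100% = reference compound; higher means more ethidium bromide displaced from hairpin DNA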
MEKK3 PB1 HTS: modulators (inhibitors or enhancers) of MEK5 binding to human MEKK3 PB1 domain; 290,000 compounds, 1.4% hits; AID 1529; binding response (% of control), % at 10 µM; Q99759; bead-based flow cytometry, Alexa488-MEK5 binding to MEKK3; actives lie on both sides; 0 = blocked by unlabeled MEK5, 100 = vehicle;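 active = binding response more than 3 SD above or below the average of its plate-row segment, actives on both sides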;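 note: Alexa488 bead fluorescence after subtracting the streptavidin-only scavenger bead signal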
NALP1 yeast inh: blocks the NALP1 inflammasome reconstituted in yeast; inhibition, % at 10 µM; S. cerevisiae NALP1/ASC/caspase-1 growth, X-gal OD620, 72 h; 280,000 compounds, 0.61% hits; in the data active = inhibition mostly above about 24%, no sharp cut-off; inactive = mostly below about 32%; note: some compounds called inactive have numbers as strong as hits
OXTR agonist: human OXTR agonism. P30559. CHO-OTR cells, Fluo-8 calcium fluorescence; normalized: DMSO 0%, oxytocin 100%. activation, % at 3 µM. 320,000 compounds, 0.32% hits;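 active = activation above the mean of all tested compounds plus 3 SD, cutoff set per screening run, cut at about 20% in these data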;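 note: peak over basal fluorescence ratio from a 100 s FLIPR kinetic read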
Target sequence (P30559 whole entry, looked up): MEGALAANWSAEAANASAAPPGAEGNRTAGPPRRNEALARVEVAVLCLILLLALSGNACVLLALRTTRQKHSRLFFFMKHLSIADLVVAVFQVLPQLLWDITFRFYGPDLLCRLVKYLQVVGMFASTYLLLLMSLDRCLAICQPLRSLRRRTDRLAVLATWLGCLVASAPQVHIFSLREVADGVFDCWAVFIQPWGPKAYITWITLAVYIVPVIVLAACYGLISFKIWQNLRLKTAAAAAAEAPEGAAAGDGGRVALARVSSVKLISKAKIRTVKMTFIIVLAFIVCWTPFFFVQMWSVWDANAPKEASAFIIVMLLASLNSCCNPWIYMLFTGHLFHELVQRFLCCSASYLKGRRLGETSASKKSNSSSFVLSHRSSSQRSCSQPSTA
GPR7 antagonist: human neuropeptides B/W receptor 1 antagonism; AID 1861; 290,000 compounds, 1.1% hits; GPR7-expressing cells, fluorescence antagonist assay; inhibition, % at 4.4 µM; P48145; in the data active = inhibition above about 16%, passing the limit was not always enough;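 note: cells stimulated with the agonist NPW; 0% = agonist with vehicle and 100% = vehicle without agonist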
Target sequence (P48145 whole entry, looked up): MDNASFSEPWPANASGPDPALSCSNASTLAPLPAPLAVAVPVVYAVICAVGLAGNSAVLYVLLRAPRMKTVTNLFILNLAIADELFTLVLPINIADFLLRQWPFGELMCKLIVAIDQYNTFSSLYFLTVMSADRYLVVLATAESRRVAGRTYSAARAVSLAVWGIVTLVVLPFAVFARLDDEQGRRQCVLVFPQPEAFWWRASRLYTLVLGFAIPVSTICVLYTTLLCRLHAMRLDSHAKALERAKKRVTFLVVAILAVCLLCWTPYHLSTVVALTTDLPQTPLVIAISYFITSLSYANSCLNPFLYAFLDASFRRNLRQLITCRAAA
* marks the source's active call; other numbers are inactive results; x = not tested or not shown. Rows are unselected. Share with any hit: about 6.2%.

SMILES	MEKK2wt PB1 HTS	M18AAP inhibitor	PHOSPHO1 inh	MEKK2 mut-MEK5	FID counter	MEKK3 PB1 HTS	NALP1 yeast inh	OXTR agonist	GPR7 antagonist
c1ccc(-c2nc(NCCCn3ccnc3)c3oc4ccccc4c3n2)cc1	125	-2	-4	13	18	107	-1	2.3	13
CC(C)c1c(C(=O)N/N=C/c2ccoc2)nnn1-c1nonc1N	97	-5	22	5	-26	102	8	2.7	-6
COCCN1C(=O)C(=O)/C(=C(/O)c2ccc(S(=O)(=O)N3CCOCC3)cc2)C1c1cccc(O)c1 (stereo unspecified)	97	-2	0	-13	-14	94	-8	0.9	9
COc1ccc(NC(=O)NNC(=O)C(C)Oc2ccc(C(C)C)cc2)c(OC)c1 (stereo unspecified)	110	-17	25	6	-35	105	7	0.0	-16
O=C(c1ccccc1)c1coc2ccc(O)c(Cl)c12	86	9	-26	-6	-4	76	9	-1.0	-4
O=C(NCC1CCCO1)c1ccccc1-c1nc(-c2ccc(Cl)cc2)no1 (stereo unspecified)	93	1	4	-8	-27	85	42	1.8	-16
Cc1ccccc1CC1(CO)CCCN(C(=O)c2ccccc2Cl)C1 (stereo unspecified)	95	-4	-3	-9	-24	104	-7	4.6	34*
COc1ccc(Oc2cc(C)c3cccc(C)c3n2)cc1	81	12	7	-15	-10	71	0	-0.6	0
O=C1CN(C(=O)Cn2ncc(Cl)c(Cl)c2=O)c2ccccc2N1	103	0	4	3	-2	108	-8	x	2
Cc1cc(Br)ccc1SCC(=O)OCC(=O)NCc1ccc2c(c1)OCO2	91	3	-4	8	-25	107	0	-0.8	-2
COc1ccc(CN2CCN(Cc3ccco3)CC2)cc1OC	102	11	-16	3	3	102	24	-0.4	-3
COc1cc(OC)cc(C(=O)N2CCN(C(=O)COc3ccc4ccccc4c3)CC2)c1	106	-12	17	6	-33	99	16	6.1	16
N#C/C(=C\c1c(F)cccc1Cl)C(=O)NC1CC1	109	12	20	8	-5	101	-9	0.3	-9
C=CCNC(=O)C1CC2Cn3c(nc4cc(C)c(C)cc43)C2N1C (stereo unspecified)	101	x	40	5	x	106	x	-0.9	x
O=[N+]([O-])c1ccc(N=Cc2c(O)ccc3ccccc23)cc1	95	-1	37	-5	-2	93	x	0.1	-8
CN(CCCC1CCCC1)C(=O)CC1C(=O)NCCN1Cc1cccc(F)c1F (stereo unspecified)	107	4	19	4	-42	100	3	-1.0	12
COc1cccc(OC)c1OCCCCCc1c(C)n[nH]c1C	109	-2	14	10	-26	111	2	4.7	-5
CCCCNc1nc(-c2ccccc2)cc(C(F)(F)F)c1C(N)=O	99	1	-38	3	-14	97	2	-1.8	-9
COc1ccc(-c2nc(-c3cccs3)c(-c3cccs3)[nH]2)cc1O	104	-2	12	12	6	106	3	1.6	-4
COc1ccc(-c2nc3cccc(C)n3c2NCC2CCCO2)cc1O (stereo unspecified)	92	10	28	-7	-2	100	-5	-0.3	-3
O=S1(=O)N=C2CCCCCN2C(c2ccncc2)N1 (stereo unspecified)	105	-6	-7	7	-5	104	-5	-0.1	-15
COc1ccccc1C(=O)Nc1cc2c(ccc3ccccc32)oc1=O	x	-1	18	x	-1	x	14	0.3	-13
COc1ccc(NC(=O)CSc2nc(C)cc(C)n2)c([N+](=O)[O-])c1	97	-11	37	-4	-9	113	7	-0.2	-5
CCN(CC)c1ccc2c(O)cc(=O)oc2c1	92	6	57	-7	-7	102	0	-1.5	-18
Cc1ccccc1OCC(=O)OCC(=O)c1ccc(OCc2ccccc2)cc1	100	6	11	2	-16	98	12	2.7	9
COC(=O)c1cn(-c2ccc(F)cc2)c(=O)c2ccccc12	95	-4	-14	-7	-7	94	9	-2.4	-4
CC(C)c1nc(C#N)c(NN)o1	99	4	29	-2	-17	99	6	-1.3	-1
COCOc1ccc(C=O)cc1OCOC	103	x	x	1	x	103	x	1.0	x
Cc1ccc(NC(=O)Nc2ncccc2C)cc1	107	4	-4	3	-3	106	11	-1.6	8
C=CCN(CC=C)CCOc1ccc(OC(C)C)cc1	89	-10	23	-6	3	93	19	-2.1	1
CCc1ccc2[nH]c(=O)c(CN(Cc3ccc4c(c3)OCO4)C(=O)c3ccco3)cc2c1	94	-7	-32	-4	-11	97	16	-1.2	-4
COc1cccc(OC)c1C(=O)Nc1nc(-c2ccccc2)cs1	94	-4	3	-2	-34	98	24	-0.6	12
N#CC1=C(N)Oc2c(ccc3cccnc23)C1c1ccccc1 (stereo unspecified)	96	6	-5	-4	-8	100	4	-0.4	-12
O=C(COC(=O)CNC(=O)c1ccccc1)NCCc1ccccc1	110	-2	-16	9	-6	105	3	-0.4	-9
COc1ccc(CN=C2NC(=O)CC(C(=O)Nc3ccc([N+](=O)[O-])cc3C)S2)cc1 (stereo unspecified)	103	1	6	-1	0	102	24	x	-7
O=C(NNS(=O)(=O)c1ccc(F)cc1)C1CC(c2cccnc2)=NO1 (stereo unspecified)	94	-6	32	-9	3	100	4	0.4	1
Cc1cc(C(=O)OCC(=O)NCc2ccco2)c(C)n1-c1ccccc1	109	2	-14	8	-12	102	12	-0.2	2
O=C(CCCNS(=O)(=O)c1cccc2nsnc12)NCCc1ccccc1	97	-4	0	1	-10	100	3	-0.1	2
O=C(Nc1ccccc1C(=O)N/N=C/c1ccco1)c1ccccc1	96	-8	5	-2	-6	99	18	1.5	-3
O=C(CCN1C(=O)/C(=C\c2ccc(F)cc2)SC1=S)Nc1ccc(O)cc1	96	-6	22	-2	-3	97	24	1.1	-5
CC1(C)C(=O)NCCN1C(=O)CC1C(=O)NCCN1CC(c1ccccc1)c1ccccc1 (stereo unspecified)	87	-2	37	-11	-7	93	9	-1.2	-10
Cc1ccc(NC(=O)Nc2ccc(C(=O)N3CCOCC3)cc2)cc1	100	-1	14	-3	-8	99	-5	0.6	-4
Cc1ccc(/C=N/NC(=O)C(c2ccncc2)N2CCOCC2)cc1 (stereo unspecified)	87	1	-4	-16	-9	88	-14	-0.1	0
O=C(COc1ccccc1Cl)N1CCc2ccccc21	99	4	18	-1	-11	101	7	x	-3
C=CCNC(=O)CSc1nnc(-c2ccc(S(=O)(=O)N3CCCC3)cc2)n1C	101	1	10	-5	-23	99	-6	-0.6	-1

7 compounds out of the list, arranged by SMILES length, high to low:
SMILES	MEKK2wt PB1 HTS	M18AAP inhibitor	PHOSPHO1 inh	MEKK2 mut-MEK5	FID counter	MEKK3 PB1 HTS	NALP1 yeast inh	OXTR agonist	GPR7 antagonist
COc1ccc(CN=C2NC(=O)CC(C(=O)Nc3ccc([N+](=O)[O-])cc3C)S2)cc1 (stereo unspecified)	103	1	6	-1	0	102	24	x	-7
CCc1ccc2[nH]c(=O)c(CN(Cc3ccc4c(c3)OCO4)C(=O)c3ccco3)cc2c1	94	-7	-32	-4	-11	97	16	-1.2	-4
CC1(C)C(=O)NCCN1C(=O)CC1C(=O)NCCN1CC(c1ccccc1)c1ccccc1 (stereo unspecified)	87	-2	37	-11	-7	93	9	-1.2	-10
O=C(CCCNS(=O)(=O)c1cccc2nsnc12)NCCc1ccccc1	97	-4	0	1	-10	100	3	-0.1	2
Cc1ccc(NC(=O)Nc2ccc(C(=O)N3CCOCC3)cc2)cc1	100	-1	14	-3	-8	99	-5	0.6	-4
O=C(COC(=O)CNC(=O)c1ccccc1)NCCc1ccccc1	110	-2	-16	9	-6	105	3	-0.4	-9
N#CC1=C(N)Oc2c(ccc3cccnc23)C1c1ccccc1 (stereo unspecified)	96	6	-5	-4	-8	100	4	-0.4	-12

New compounds follow
SMILES	MEKK2wt PB1 HTS	M18AAP inhibitor	PHOSPHO1 inh	MEKK2 mut-MEK5	FID counter	MEKK3 PB1 HTS	NALP1 yeast inh	OXTR agonist	GPR7 antagonist
COC(=O)C[C@H]1c2ccccc2S(=O)(=O)N1c1cccc(OC)c1	106	x	x	3	x	107	x	-1.2	x
Cc1ccc(C(C(=O)NCc2ccc(F)cc2)N(C(=O)c2csnn2)C2CC2)cc1 (stereo unspecified)	101	3	13	3	-35	100	-5	-0.9	-4
Clc1ccc(CN2CCCCCC2)cc1	109	-10	x	4	2	103	15	-0.4	-4
COc1ccccc1NC(=O)/C(C#N)=C/c1c(C)nn(-c2ccc(F)cc2)c1Cl	111	2	-18	10	-2	102	31	-0.2	-6
CC(c1nnc(SCn2nnc3ccccc3c2=O)n1-c1ccc(Cl)cc1)N(C)C (stereo unspecified)	102	3	5	1	-17	96	17	-0.5	-2
COC(=O)c1c(C)nc(C)c2c(=O)oc3ccccc3c12	100	-9	9	3	1	102	9	-0.3	-3
Cc1ccc(C(=O)NNC(=O)c2cc3cc4ccccc4nc3s2)cc1	x	12	46	x	-7	x	4	0.4	4
O=C(c1cnn2c(C(F)(F)F)cc(-c3ccccc3)nc12)N1CCCc2ccccc21	79	0	-22	-5	-2	78	4	-2.0	-10
O=C(Nc1ccc2c(c1)OCO2)[C@@H]1[C@@H]2C(=O)N(C3CCCCC3)C(=O)[C@@H]2C2c3ccccc3C=CN21 (stereo partly specified)	100	-5	18	7	-6	100	32	-1.2	-8
COc1ccc(N2C(=O)CC(Nc3cccc(C(C)=O)c3)C2=O)cc1OC (stereo unspecified)	111	-4	7	1	-4	100	22	0.9	14
O=C(Nc1nnc(-c2cccnc2)o1)c1cccc([N+](=O)[O-])c1	99	-7	32	-1	-4	103	-2	-0.5	-11
CCc1cccc(NC(=O)C2CCCN2S(=O)(=O)c2cccc3cccnc23)c1 (stereo unspecified)	90	2	6	-3	-35	96	6	1.4	7
Cc1ccc([N+](=O)[O-])c(OCCN2CCNCC2)c1	105	9	-4	3	11	102	18	0.6	-4
COc1ccc2cc(-c3[nH]ncc3CN3C[C@@H]4CCC[C@H]3C4)ccc2c1	104	-5	48	-8	16	100	-4	1.7	5
COCCN(C(=S)Nc1ccc(OC)cc1)C1CCN(C(C)=O)CC1	102	3	-18	0	-2	99	26	-1.3	-7
CCOC(=O)C1=C(C)N(C)C(=O)NC1c1cc2c(cc1[N+](=O)[O-])OCO2 (stereo unspecified)	101	13	-8	1	-15	103	-19	0.1	-5
NS(=O)(=O)c1cccc(NC(=O)C2CC(=O)N(Cc3ccco3)C2)c1 (stereo unspecified)	91	6	13	-22	-3	91	x	0.0	-3
Cc1ccccc1C(=O)Nc1cc(-c2cc(C(C)(C)C)oc2C)nn1C	72	3	56	-34	-24	71	26	-0.7	0
CC(C)CCN1CCNC(=O)C1CC(=O)NCCCN1CCOCC1 (stereo unspecified)	101	12	22	2	-1	103	28	0.4	-3
CNC(=O)Nc1nnc(C(C)(C)C)s1	104	-4	11	4	-5	105	4	2.1	1
O=c1[nH]c(NCCCO)nc2c1C1(CCCC1)Cc1ccccc1-2	97	-1	33	1	-18	99	9	3.9	-5
Cn1c(SCC(=O)c2ccccc2)nc2cccnc21	109	-3	17	7	-8	104	24	0.5	-21
CCOC(=O)c1[nH]c2ccccc2c1NC(=O)c1nonc1C	101	1	22	0	-4	101	23	-1.8	-15
Cc1cc(C(=O)NC2CCCN(Cc3ccc(Cl)cc3)C2)n(C)n1 (stereo unspecified)	105	-1	47	2	-8	102	7	x	-17
Cc1cccc(C(C)C)c1NC(=O)COC(=O)CCN1C(=O)C2CC=CCC2C1=O (stereo unspecified)	112	-3	70*	10	-29	111	-1	1.0	3
CC(C)(C)c1ccc(S(=O)(=O)N2CCCC2C(=O)NC2=NCCS2)cc1 (stereo unspecified)	107	-5	-4	5	-23	105	7	4.7	17
COc1ccc(-c2coc3cc(OC4OC(CO)C(O)C(O)C4O)ccc3c2=O)cc1 (stereo unspecified)	110	2	x	13	-4	104	10	0.2	-7
O=C(Nc1ccccc1)N1C(=O)C2(OCCO2)c2ccccc21	94	-13	-14	-6	3	88	16	-0.1	11
Cc1nc(SCC(=O)NC(=O)NC(C)C)nc(C)c1C	101	9	6	-2	-8	101	4	1.5	-8

From PubChem BioAssay
